# Rpn11 block: inhibitors of human proteasome Rpn11; O00487; 360,000 tested, 0.59% active; calls only at 20 µM; human 26S proteasome, Ub4-pepOG fluorescence polarization; 20S core pre-blocked with epoxomicin;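 active = inhibition at 20 µM, scaled to each plate's controls, above about 33%, limit read from the data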
# NadD inh: NadD (S. aureus) enzyme inhibition. purified NadD enzyme, colorimetric absorbance read-out. inhibition, % at 20 µM. 360,000 tested, 0.78% active. AID 602399; in the data active = inhibition above about 26%; also: some compounds past the cut are filed as inactive
# Rin1 Abl inh: inhibitors of human Rin1-Abl protein interaction | TR-FRET Rin1/Abl binding, biochemical | 360,000 tested, 0.4% active | AID 588664 | inhibition, % at 7.35 µM; in the data active = inhibition above about 5%, passing the limit was not always enough
# LMPTP inh: blocks human LMPTP phosphatase; inhibition, % at 20 µM; AID 651560; 360,000 tested, 0.22% active; P24666; recombinant LMPTP-A, OMFP fluorogenic substrate, fluorescence intensity;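 active = compounds that cut the enzyme signal by at least half of the control window in the single-dose screen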;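 also: plate controls were DMSO wells with enzyme plus substrate for no effect and substrate without enzyme for full effect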
# Target sequence (P24666 whole entry, looked up): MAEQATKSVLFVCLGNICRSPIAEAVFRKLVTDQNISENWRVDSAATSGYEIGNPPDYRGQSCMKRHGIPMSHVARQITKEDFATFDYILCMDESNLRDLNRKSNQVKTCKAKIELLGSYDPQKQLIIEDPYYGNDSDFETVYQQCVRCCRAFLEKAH
#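 test system = LMPTP-A | amount = 0.625 nM LMPTP-A final | reagent = fluorogenic phosphatase substrate OMFP at 400 µM final | incubation = 50 min at room temperature | benchmarks = no-enzyme low control, uninhibited high control | medium = Bis-Tris pH 6.0, DTT, detergent | signal = fluorescence intensity of OMFP turnover product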
# Scp-1 inhibitor: Scp-1 (human) phosphatase inhibition; Recombinant Scp1, phosphopeptide, malachite green phosphate absorbance; inhibition, % at 20 µM; 340,000 tested, 0.88% active;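 active = inhibition above about 50% at 20 µM, limit read from the data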;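 also: plate controls were DMSO wells with enzyme for no effect and wells lacking enzyme for full effect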
#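 System: SCP-1 catalytic domain; Reagent: Phospho 17-mer peptide substrate; Doses: one concentration, 20 µM, with 1.0% DMSO; Incubation: 45 min room-temperature reaction, 5 min colour, 30 min stabiliser; Signal: Phosphate-binding colour reagent, absorbance read at 630 nm.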
# Neddylation inh: inhibitors of human cullin neddylation; 360,000 tested, 0.58% active; calls only at 25 µM; AID 651699; P61081+Q13564; TR-FRET cullin neddylation, biochemical; in the data active = inhibition above about 36%
# CSN deneddyl inh: inhibitors of human CSN-mediated cullin deneddylation | AID 651999 | inhibition, % at 12.5 µM | 360,000 tested, 0.38% active | Purified CSN, SCF-Nedd8-OG deneddylation, fluorescence polarization;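 active = pattern-corrected inhibition above about 35%, with an unprinted fluorescence ratio check between 0.5 and 1.5, limit read from the data, passing the limit was not always enough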;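 also: 0% = enzyme with substrate and 100% = substrate without enzyme; some results filed as inactive read as strong as hits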
# Target sequence (Q92905 whole entry, looked up, one chain of several): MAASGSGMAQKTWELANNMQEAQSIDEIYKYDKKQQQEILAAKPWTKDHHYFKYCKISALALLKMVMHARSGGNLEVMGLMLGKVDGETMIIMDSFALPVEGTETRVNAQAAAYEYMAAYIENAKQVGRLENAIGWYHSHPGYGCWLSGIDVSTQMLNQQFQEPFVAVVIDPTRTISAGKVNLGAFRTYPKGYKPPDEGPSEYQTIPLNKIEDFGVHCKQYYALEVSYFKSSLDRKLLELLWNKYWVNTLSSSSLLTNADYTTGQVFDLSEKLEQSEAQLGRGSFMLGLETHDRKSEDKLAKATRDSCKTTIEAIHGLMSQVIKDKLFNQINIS
#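 test system = HEK293T-derived human Csn5 enzyme | amount = 0.24 nM Csn5 enzyme, final concentration | medium = Tris/NaCl/DTT buffer, pH 7.5 | schedule = 90 min reaction at room temperature | signal = FP | evaluation = inhibition of Csn5 cleavage, % | compound dosing = single dose of 12.5 µM compound with 0.25% DMSO | probe or stimulus = 10 nM SCFSkp2-Nedd8OG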
# SUMO1 PPI mod: SUMO1-SIM interaction modulation | P63165 | SUMO1 binding to a labelled peptide, TR-FRET, 1 h | inhibition, % at 20 µM | 360,000 tested, 0.33% active | AID 602429; in the data active = inhibition above about 37%
# STEP inh: inhibitors of human striatal-enriched phosphatase STEP; P54829; recombinant STEP, OMFP fluorogenic substrate, fluorescence; inhibition, % at 20 µM; 360,000 tested, 0.25% active; AID 588621;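 active = inhibition at 20 µM, scaled per plate between control wells, above about 37%, limit read from the data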;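 also: 0% = DMSO with enzyme and substrate and 100% = substrate only without enzyme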
# Target sequence (P54829 whole entry, looked up): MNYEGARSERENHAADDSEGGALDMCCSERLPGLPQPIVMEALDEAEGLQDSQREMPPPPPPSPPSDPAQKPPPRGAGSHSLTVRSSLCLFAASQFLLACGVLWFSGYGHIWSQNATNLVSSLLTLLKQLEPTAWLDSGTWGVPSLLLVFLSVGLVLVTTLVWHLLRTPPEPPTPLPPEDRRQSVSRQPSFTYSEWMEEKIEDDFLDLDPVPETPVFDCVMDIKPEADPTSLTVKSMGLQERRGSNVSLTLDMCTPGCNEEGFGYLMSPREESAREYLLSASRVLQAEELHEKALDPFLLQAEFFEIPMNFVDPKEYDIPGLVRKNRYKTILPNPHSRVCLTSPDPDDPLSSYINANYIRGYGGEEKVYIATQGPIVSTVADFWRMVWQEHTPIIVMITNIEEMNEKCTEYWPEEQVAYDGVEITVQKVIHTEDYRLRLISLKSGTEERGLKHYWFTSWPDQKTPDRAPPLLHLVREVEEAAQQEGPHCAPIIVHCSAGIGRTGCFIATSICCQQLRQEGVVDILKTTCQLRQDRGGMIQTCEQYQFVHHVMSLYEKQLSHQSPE
#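 Assay system: isolated STEP enzyme / Timing: 20 min at room temperature, dark / Doses: 20 µM, 1% DMSO / Technique: fluorescence intensity, excitation 480 nm, emission 540 nm / Reagent: fluorogenic phosphatase substrate OMFP at 25 µM final / Measure: percent inhibition scaled to no-enzyme and uninhibited-enzyme controls, plate-pattern corrected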
# DNMT1 block: DNMT1 (human) enzyme inhibition | P26358 | DNMT1 molecular beacon, Hinp1I cleavage, fluorescence | inhibition (reported as % activation of signal), % at 10 µM | 360,000 tested, 0.83% active; in the data active = inhibition above about 50%
# * marks the source's active call; other numbers are inactive results; i = inactive; . = not tested or not shown. Hits appear at their usual frequency. About 3.8% of those tested had a hit in this group.
SMILES,Rpn11 block,NadD inh,Rin1 Abl inh,LMPTP inh,Scp-1 inhibitor,Neddylation inh,CSN deneddyl inh,SUMO1 PPI mod,STEP inh,DNMT1 block
O=C(CCNC(=O)c1ccccc1Cl)Nc1ccc(Br)c(C(F)(F)F)c1,i,-7,5,1.0,-4,i,1,1,-4,2
CCOC(=O)CNC(=O)/C=C/c1c(Cl)cccc1Cl,i,-7,3,-0.4,-8,i,-6,-2,-1,15
CC(C)OC(=O)c1cccc2c1C(=O)c1ccccc1-2,i,-4,-2,0.4,-1,i,-7,-38,1,2
Cc1[nH]n(-c2ccccc2)c(=O)c1/C=N/c1ccccn1,i,1,-3,-0.5,-19,i,-2,-11,6,-5
CCOC(=O)c1[nH]c(C)c(C(=O)N(CC)CC)c1C,i,0,0,0.5,-4,i,-4,0,4,-3
Cc1cc2oc(=O)cc(CN3CCN(S(=O)(=O)c4cccs4)CC3)c2cc1C(C)C,i,5,-4,0.7,-8,i,-2,0,2,6
COc1cc(-c2noc(C)c2C(=O)NCc2ccc3c(c2)OCO3)cc(OC)c1OC,i,3,2,-0.7,-5,i,-2,-1,1,2
CSc1nc(SCC(=O)NC(c2ccccc2)c2ccccc2)c2c3c(sc2n1)CN(C)CC3,i,16,-13,4.2,0,i,6,-12,10,63*
Cc1noc(C)c1S(=O)(=O)N(C)C[C@H]1OCc2cnnn2CCCC(=O)N([C@@H](C)CO)C[C@H]1C,i,-3,4,-1.6,.,i,-3,1,3,4
Cc1ccccc1C(=O)N1CCN(c2ccc(NC(=O)c3ccccc3[N+](=O)[O-])cc2)CC1,i,2,3,0.3,19,i,-4,-11,0,3
CCc1nnc(SCc2ccc(CSc3nnc(CC)n3N)cc2)n1N,i,-1,0,1.6,-4,i,4,-1,-4,-4
COc1ccccc1C(=O)NCCn1cc(SCC(=O)Nc2cc(C)on2)c2ccccc21,i,-4,3,0.2,-6,i,3,-2,2,-6
Brc1ccc(COc2cccc3cccnc23)cc1,i,2,-1,1.8,-11,i,-2,-11,-1,17
O=C(Nc1ccccc1)c1cc(C2CCCCN2S(=O)(=O)c2ccccc2)on1 (stereo not drawn),i,-7,4,1.1,.,i,1,0,1,-1
CCn1cc(C(=O)NN)c(=O)c2cc(F)c(NC3CCCCC3)cc21,i,3,2,-0.3,-7,i,1,0,2,-1
CC1C(=O)N(Cc2cn(CCC3OCCO3)nn2)CCS(=O)(=O)N1Cc1ccc(-c2cccc(N(C)C)c2)cc1 (stereo not drawn),i,1,-1,-0.2,.,i,0,1,0,-5
O=S(=O)(c1cccc(-c2nc3ccccc3s2)c1)N1CCCC1,i,-11,-2,2.5,-13,i,5,4,-1,-7
CCOc1ccc(OCCC(=O)OCC(=O)NCc2ccc(Cl)cc2)cc1,i,-1,-3,0.5,-3,i,-2,-2,-1,-24
Cc1cc(C)n(-c2ccc(C(=O)OCC(=O)NCc3ccc(F)cc3)cc2)n1,i,-6,2,-2.3,-4,i,1,-2,-3,9
O=C(Nc1ccc(NC(=O)N2CCN(c3ccccc3O)CC2)cc1)N1CCN(c2ccccc2O)CC1,i,16,2,10.0,-8,i,-1,-5,3,-9
Cc1cccc(C(O)c2cnc(C)n2Cc2ccccc2)c1 (stereo not drawn),i,-5,3,-2.2,.,i,0,4,2,-5
CCOC(=O)c1cc(CO)cc(C(=O)OCC)c1,i,-11,0,0.6,-9,i,0,1,1,2
COc1ccc(CNC(=O)c2ccc(N3CCC4(CC3)CC(c3ccc(Cl)cc3)=NO4)c(NC(=O)c3ccccc3)c2)cc1,i,26,7,2.5,-2,i,1,5,4,-5
C[C@@H]1CN([C@@H](C)CO)C(=O)c2cc(NS(=O)(=O)c3ccc(Cl)cc3)ccc2O[C@H]1CN(C)Cc1ccncc1,i,1,2,-1.4,-4,i,-2,5,-2,2
Cc1noc(C)c1COc1ccc(C(=O)NCCc2ccc(S(N)(=O)=O)cc2)cc1,i,-5,0,-0.7,3,i,-2,2,0,4
C[C@H](NC(=O)c1ncn2c1C(=O)N[C@@H](C)C2)c1ccccc1,i,12,1,0.5,.,i,5,4,0,5
Fc1cccc(Cl)c1/C=N/n1c(-c2cccnc2)n[nH]c1=S,i,-3,1,-0.3,-1,i,2,8,0,6
Brc1ccc(CSc2nnc(Cc3c[nH]c4ccccc34)o2)cc1,i,-14,0,4.5,-17,i,-4,1,6,-9
Cc1ccc(Cc2c(C3CCCCC3)nc3cc(C)c(Br)c(C)n23)cc1,i,5,0,1.1,.,i,-2,3,1,17
Cc1ccc(-c2noc(CCC(=O)N(C)c3ccccc3C)n2)cc1,i,0,1,0.9,-16,i,-5,-3,-1,-4

# Random excerpt: four entries already listed
SMILES,Rpn11 block,NadD inh,Rin1 Abl inh,LMPTP inh,Scp-1 inhibitor,Neddylation inh,CSN deneddyl inh,SUMO1 PPI mod,STEP inh,DNMT1 block
O=S(=O)(c1cccc(-c2nc3ccccc3s2)c1)N1CCCC1,i,-11,-2,2.5,-13,i,5,4,-1,-7
CCOC(=O)CNC(=O)/C=C/c1c(Cl)cccc1Cl,i,-7,3,-0.4,-8,i,-6,-2,-1,15
Brc1ccc(COc2cccc3cccnc23)cc1,i,2,-1,1.8,-11,i,-2,-11,-1,17
CSc1nc(SCC(=O)NC(c2ccccc2)c2ccccc2)c2c3c(sc2n1)CN(C)CC3,i,16,-13,4.2,0,i,6,-12,10,63*

# (list continues)
SMILES,Rpn11 block,NadD inh,Rin1 Abl inh,LMPTP inh,Scp-1 inhibitor,Neddylation inh,CSN deneddyl inh,SUMO1 PPI mod,STEP inh,DNMT1 block
COCc1c(C(=O)OCC(=O)NCCc2ccc(S(N)(=O)=O)cc2)oc2ccccc12,i,-7,1,-1.5,-3,i,2,1,-3,4
COc1cccc2c1OC[C@@H](CO)[C@H]2N(C)C(=O)Nc1ccc(Cl)cc1,i,-1,-1,-1.1,-5,i,-3,2,-2,-1
CC1CCc2c(sc(NC(=O)c3ccco3)c2C(=O)O)C1 (stereo not drawn),i,-8,3,-0.6,-9,i,2,2,-1,1
O=C(Nc1ccccc1Cl)c1ccccc1Oc1ccc(C(F)(F)F)cc1[N+](=O)[O-],i,-4,-1,3.1,-10,i,2,-15,2,-4
Cc1cc(C)c(C)c(S(=O)(=O)N2CCN(CC(=O)Nc3ccc([N+](=O)[O-])cc3)CC2)c1C,i,10,-1,-3.5,0,i,-4,1,-3,-1
CCCCn1c(N)c(N(Cc2ccccc2OC)C(=O)COc2ccc(F)cc2Cl)c(=O)[nH]c1=O,i,3,2,1.0,-8,i,0,1,-1,3
O=C(NCc1ccccc1CN1CCCCC1)c1ccc(Cl)cc1N1CCCC1=O,i,12,2,0.1,-11,i,1,2,1,3
COc1cc2c(cc1OC)C(/C(C#N)=N\O)=NC(C)(C)C2,i,-5,-9,0.4,-3,i,-2,-11,-2,4
Cc1ccc(NC(=O)CS(=O)CC(=O)Nc2cccc(C)c2C)cc1F (stereo not drawn),i,-11,0,0.1,-4,i,0,-4,4,1
CCCn1nnnc1SCC(=O)N1CCCc2ccccc21,i,3,-1,-0.1,-7,i,0,2,-3,-2
Cc1ccc(C)c(NC(=O)c2nc(-c3ccccc3)n(-c3ccccc3)n2)c1,i,-3,6,2.0,-12,i,6,11,3,-3
O=C1CCCN1CCC1CCCCN1Cc1nc(COc2ccccc2)no1 (stereo not drawn),i,-3,-5,-2.0,-3,i,6,-3,1,0
c1cc2nnnn2nc1N1CCCCC1,i,-2,-2,-0.8,-12,i,-2,-2,-1,0
CNC(=O)Nc1cccc(NC(=O)NC)n1,i,-8,3,-1.0,-4,i,4,0,1,3
CCn1c(CSc2nc3ccccc3s2)n[nH]c1=S,i,3,4,-7.3,-4,i,-2,6,2,2
Cc1c(-n2c(SCC(=O)NC(C)C(C)C)nc3ccccc3c2=O)c(=O)n(-c2ccccc2)n1C (stereo not drawn),i,-1,4,-1.0,-13,i,2,-1,-1,6
O=C1C2CCCN2c2ccc(S(=O)(=O)N3CCOCC3)cc2N1Cc1ccccc1F (stereo not drawn),i,12,-3,0.8,-1,i,8,-7,1,-6
O=C(c1cccs1)N(c1ccc(Br)cc1)C1C=CS(=O)(=O)C1 (stereo not drawn),i,0,3,-2.8,1,i,-1,-1,-2,5
COc1ccc(C(=O)N2CCCCCC2)cc1OC1CCN(C(C)C)CC1,i,-4,-1,0.3,-9,i,5,-6,-1,2
COc1ccc(C(C(=O)NC2CCCC2)n2c(-c3cccs3)nc3ccccc32)cc1 (stereo not drawn),.,.,.,0.4,.,i,2,-3,.,.
COc1ccc(CNC(=O)CN(C(=O)CCC(=O)Nc2nccs2)c2ccccc2C)cc1,i,1,2,-0.9,1,i,1,4,2,0
COC(=O)C1CCN(C(=O)C(C)Oc2ccc(Cl)cc2Cl)CC1 (stereo not drawn),i,-4,1,-0.7,-8,i,1,1,-6,5
Cc1ncc([N+](=O)[O-])n1CC(=O)Nc1ccc(F)cc1F,i,-3,2,-0.6,-9,i,-2,-4,-4,7
CC1CN(C(C)C(=O)NNC(=O)c2ccc(F)cc2)CC(C)O1 (stereo not drawn),i,-2,0,-1.1,-7,i,0,8,0,0
CCC(Sc1nnc(C)s1)C(=O)Nc1nccs1 (stereo not drawn),i,1,-3,0.5,-5,i,1,2,-4,0
Cc1ccnc(SCC(=O)N2CCN(c3cccc(Cl)c3)CC2)n1,i,4,3,0.4,-6,i,0,-2,-5,-3
COc1ccc(CCC(=O)Nc2cccc(S(=O)(=O)N3CCCC3)c2)cc1OC,i,-2,3,-1.1,-5,i,0,-4,1,-5
COC(=O)Nc1nnc(-c2ccc(OC)cc2)s1,i,-4,0,-0.9,-10,i,1,4,0,-5
COc1ccc(Nc2oc(COc3ccc(OC)cc3)nc2C#N)cc1,i,-8,2,2.0,-9,i,-6,3,1,-10
Cc1c2ccccc2nc2c(F)c(N(C)C)c(F)c(F)c12,i,2,-4,2.4,-8,i,-6,-16,-7,-34
Cc1cc(-c2c(C)n([O-])c(C)c(C)[n+]2=O)ccc1F,i,10,4,-1.9,-3,i,5,-3,-3,1
CN1OC[C@@H]2CN3C(=O)N(c4ccccc4)c4ccccc4[C@@H]3C[C@@H]21,i,-7,1,-1.3,.,i,0,0,-2,2
CCN(CC(=O)NCc1ccc(Cl)cc1)C(=O)c1ccc(S(=O)(=O)N(C)C)cc1,i,-7,1,-2.7,-6,i,-4,1,-3,0
Cc1ccnc(NC(=O)CCC(=O)N(CC(=O)NC(C)(C)C)c2ccc3c(c2)OCCO3)c1,i,-5,-1,-0.9,-3,i,-5,-3,-2,-3

# From PubChem
